CHO parental Ca – ATP-evoked calcium signal inhibitors, parental CHO, primary screen, counter-screen for OX1R antagonist project, cell-based, fluorescence, Fluo-8 calcium dye. parental CHO-K1, ATP-induced calcium, Fluo-8 fluorescence. inhibition, % at 5.6 µM. 0.63% of 330,000 active. AID 463079, 2010;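 active = inhibition above that plate's mean sample inhibition plus 3 SD, cut at about 26% in these data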;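 note: 0% = ATP-challenged DMSO wells and 100% = DMSO wells without ATP; some compounds past the cut are filed as inactive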
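Measured by: calcium-sensitive Fluo-8 fluorescence / Test system: CHO parental line / Controls: ATP-challenged DMSO wells low, unchallenged DMSO wells high / Measure: % inhibition / Compound: single nominal dose of 5.6 µM per compound / Replicates: single well per compound, no replicates / Reagent: ATP as calcium-mobilizing challenge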
OXTR potentiate – human OXTR potentiators, primary screen, fluorescence, CHO-OTR cells, Fluo-8 calcium; Oxytocin receptor (Homo sapiens), P30559; Fluo-8 calcium fluorescence, potentiator mode; 0% = oxytocin EC15, 100% = EC100; activation, % at 3 µM; 0.061% of 320,000 active;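 active = activation above that plate's cutoff, the mean activation of tested compounds plus 3 SD, cut at about 6.6% in these data, passing the limit was not always enough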;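 note: 100% uses oxytocin at 75 nM as the full agonist control; some results filed as inactive read as strong as hits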
Target sequence (P30559 whole entry, looked up): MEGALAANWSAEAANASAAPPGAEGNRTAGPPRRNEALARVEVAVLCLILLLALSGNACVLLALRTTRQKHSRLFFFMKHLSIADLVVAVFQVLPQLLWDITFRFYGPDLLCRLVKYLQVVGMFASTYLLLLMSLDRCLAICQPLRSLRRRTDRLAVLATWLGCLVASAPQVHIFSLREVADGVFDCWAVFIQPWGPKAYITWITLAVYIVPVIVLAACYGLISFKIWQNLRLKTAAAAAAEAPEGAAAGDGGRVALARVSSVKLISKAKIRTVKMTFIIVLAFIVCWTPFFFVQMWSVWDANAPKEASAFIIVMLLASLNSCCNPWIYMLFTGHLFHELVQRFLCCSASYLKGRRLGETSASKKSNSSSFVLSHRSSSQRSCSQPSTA
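Measured by – Fluo-8 calcium dye fluorescence · Test system – human OTR in CHO cells · Dosing – one concentration, 3.0 µM compound · Controls – EC15 oxytocin alone as 0%, 75 nM oxytocin as 100% · Evaluation – normalized max/min fluorescence ratio, % activation · Timing – 6 min pre-incubation, 100 s read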
TAAR1 agonist – human TAAR1 agonists, primary screen, Fluo-8 calcium fluorescence, CHO RD-HGA16 cells. vehicle wells 0%, saturating PEA agonist 100%. activation, % at 3 µM. 0.99% of 360,000 active;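 active = activation above the mean activation of all test compounds in the run plus 3 SD, cut at about 38% in these data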
Target sequence (Q96RJ0 whole entry, looked up): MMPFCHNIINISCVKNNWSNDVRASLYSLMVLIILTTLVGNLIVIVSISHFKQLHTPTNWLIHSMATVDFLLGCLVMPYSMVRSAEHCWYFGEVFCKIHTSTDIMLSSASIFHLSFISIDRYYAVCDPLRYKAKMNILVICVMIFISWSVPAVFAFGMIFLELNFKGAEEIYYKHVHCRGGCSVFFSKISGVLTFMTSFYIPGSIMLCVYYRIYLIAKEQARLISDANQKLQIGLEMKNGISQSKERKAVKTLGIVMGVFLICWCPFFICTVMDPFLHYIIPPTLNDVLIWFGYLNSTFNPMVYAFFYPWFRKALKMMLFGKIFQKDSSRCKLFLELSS
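Benchmarks: low control DMSO, high control PEA (EC100); System: CHO RD-HGA16 cells carrying human TAAR1 plus Gα16; Detection: Fluo-8 fluorescence, 5 s baseline then 140 s kinetic read; Schedule: 17-24 h plating, Fluo-8 75 min 37 °C, 30 min RT; Read-out basis: % activation from peak over basal fluorescence ratio, DMSO-to-PEA scaled.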
CHRM1 antagonist – human M1 muscarinic receptor antagonists, primary screen, CHO-K1 cells, Fluo-8 calcium fluorescence, 1536-well; Muscarinic acetylcholine receptor M1 (Homo sapiens), P11229; CHO-K1 hM1, ACh EC80 antagonist; inhibition, % at 3 µM; 1.3% of 360,000 active;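 active = percent inhibition above its own plate's cutoff, namely the mean of that plate's compound wells plus 3 SD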;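 note: peak over basal fluorescence ratio during 140 s after agonist addition; 0% = ACh EC80 plus DMSO and 100% = DMSO alone without agonist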
V1R ag counter – agonists of human V1a receptor, primary screen, counter-screen for OXTR agonist project, fluorescence, CHO-V1R cells; Fluo-8 calcium fluorescence, agonist mode; 0% DMSO, 100% 3 nM vasopressin; Vasopressin V1a receptor (Homo sapiens), P37288; 0.25% of 320,000 active; activation, % at 3 µM;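 active = activation above the mean activation of all tested compounds plus 3 SD, per screening run, cut at about 20% in these data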;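 note: signal is peak over basal fluorescence ratio across a 100 second FLIPR read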
M1 ag – human M1 muscarinic receptor agonists, primary screen, Fluo-8 calcium fluorescence, CHO-K1 cells, HTS; Muscarinic acetylcholine receptor M1 (Homo sapiens), P11229; activation, % at 3 µM; AID 588814, 2011; 0.33% of 360,000 active; CHO-K1 hM1, agonist mode; 0% DMSO, 100% acetylcholine EC100;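 active = activation above the run's mean compound activation plus 3 SD, cut at about 16% in these data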;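 note: peak over basal fluorescence ratio within a 140 s kinetic read after compound addition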
TAAR1 antagonist – human TAAR1 antagonists, primary screen, Fluo-8 calcium fluorescence, CHO RD-HGA16 cells | Trace amine-associated receptor 1 (Homo sapiens), Q96RJ0 | antagonist | inhibition, % at 3 µM | 1.5% of 360,000 active;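 active = inhibition above a per-plate cutoff, the mean inhibition of test compounds on that plate plus 3 SD, cut at about 49% in these data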;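 note: 0% = DMSO plus EC80 beta-PEA response and 100% = DMSO alone without agonist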
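System: RD-HGA16 CHO cells with stable hTAAR1 and Gα16 | Probe or stimulus: EC80 β-phenethylamine stimulus | Dosing: 3 µM, single point | Times: Dye loading 75 min at 37 °C, then 30 min room temperature | Measured by: Fluo-8 calcium-sensitive fluorescence | Read-out basis: % inhibition of agonist calcium response | Replicates: n of 1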
OXTR ag – human OXTR agonists, primary screen, fluorescence, CHO-OTR cells, Fluo-8 calcium. 0.32% of 320,000 active. Oxytocin receptor (Homo sapiens), P30559. Fluo-8 calcium fluorescence; normalized: DMSO 0%, oxytocin 100%. activation, % at 3 µM. AID 2435, 2010;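 active = activation above the mean of all tested compounds plus 3 SD, cutoff set per screening run, cut at about 20% in these data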;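 note: peak over basal fluorescence ratio from a 100 s FLIPR kinetic read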
CHRM1 PAM – human M1 muscarinic receptor positive allosteric modulators, primary screen, CHO-K1 cells, Fluo-8 calcium fluorescence, 1536-well; CHO-K1 hM1, ACh EC20; 0% = ACh EC20, 100% = maximal ACh; activation, % at 3 µM; 0.088% of 360,000 active; AID 588819, 2011; in the data active = activation above about 19%, passing the limit was not always enough
* hit, by the source's call; . = no result given.

Sequence of screens – CHO parental Ca	OXTR potentiate	TAAR1 agonist	CHRM1 antagonist	V1R ag counter	M1 ag	TAAR1 antagonist	OXTR ag	CHRM1 PAM
COc1cccc(C2=NC(C)(C)NC(c3ccccc3O)C2)c1 (stereo not drawn)
 : -26	-7	10	-9	1.0	-4	6	0.2	7
COCCSc1nnc(NC(=O)CSc2ccccc2)s1
 : -7	0	3	-6	0.1	-9	-19	1.1	3
N/C(Cc1ccc([N+](=O)[O-])cc1)=N\OC(=O)c1ccc(Br)cc1
 : -1	0	-2	6	1.5	-9	-3	-2.4	-6
CC(C)c1cn(C2OC(COC(=O)c3ccccc3)C(OC(=O)c3ccccc3)C2OC(=O)c2ccccc2)c(=O)[nH]c1=O (stereo not drawn)
 : -33	-7	10	-2	2.1	1	40	0.2	9
CCCCN(C)C(=O)Cn1c(=O)oc2cc(S(=O)(=O)N3CC(C)CC(C)C3)ccc21 (stereo not drawn)
 : -8	-5	-2	5	-0.5	-9	-40	-0.1	-5
O=C(/C=C/c1ccccc1)NC(=S)Nc1ccc(N2CCOCC2)cc1
 : -21	-12	6	2	2.9	-4	54*	1.5	-8
CCOC(=O)C1CCCCN1C(=O)CCc1c(C)nc2ncnn2c1C (stereo not drawn)
 : -10	-15	5	-3	-0.1	-6	6	1.3	8
O=C(c1ccncc1)N1CCN(S(=O)(=O)c2ccccc2Br)CC1
 : -7	-3	11	-8	-0.1	-4	-14	0.4	9
Cc1cc(Br)ccc1OCC(=O)NNC(=O)c1cnccn1
 : -9	-1	2	-8	-0.2	-7	2	-0.3	8
O=c1[nH]c(NCc2ccccc2)nc2c1CCC2
 : -4	-9	6	-11	0.5	1	6	-0.9	7
C=C(C)COc1ccc(-c2[nH]ncc2Oc2cccc(OC)c2)c(O)c1
 : 75*	-9	0	3	0.6	-2	8	-1.2	1
C#CCN(C[C@@H]1[C@@H](OC(=O)NCCCCCC)[C@@H](OC(=O)NCCCCCC)Cn2c(=O)n(CCCCCC)c(=O)n21)S(=O)(=O)c1ccc(C)cc1
 : .	.	0	-17	.	0	3	.	9
CN(C)c1ccc(C(=O)OCC(=O)N2CCCC2)cc1
 : 2	-5	-1	9	-0.7	-6	-4	1.1	-5
COC(=O)c1ccc(NC(=O)c2cn(-c3ccccc3)nc2-c2ccncc2)cc1
 : -14	-7	2	-3	0.0	-3	34	2.1	6
CC(C(=O)NN=C(c1ccccc1)c1ccccc1)N1CCCC1 (stereo not drawn)
 : -12	-7	1	-3	-1.4	-7	-5	-0.3	0
Cc1cccc(CN2CCN(CC(=O)NCCCN3CCN(c4ccc(F)cc4)CC3)C2=O)c1
 : -23	-6	9	0	3.7	-11	3	3.5	-5
O=C(Nc1ccccc1)C1=C[C@@H](c2ccc(C(F)(F)F)cc2)C[C@@H](OCCCCO)O1
 : -17	-9	0	1	1.3	-8	12	0.2	-1
COc1ccc(Cl)cc1NC(=O)CN(C)C(=O)CN1C(=O)NC(C)(C)C1=O
 : -2	-6	11	6	-0.1	-1	-6	-0.2	0
COC(=O)Cc1ccc(NC(=O)c2ccccc2Br)cc1
 : -20	-9	0	-2	0.4	-7	-6	1.5	8
COc1ccc([C@H]2C[C@@H](n3cc(COC(=O)c4ccccc4)nn3)[C@H](O)CN2Cc2cccs2)cc1
 : .	.	4	-4	.	-5	-37	.	-2

A draw from above in order of heavy-atom count, high to low.
Sequence of screens – CHO parental Ca	OXTR potentiate	TAAR1 agonist	CHRM1 antagonist	V1R ag counter	M1 ag	TAAR1 antagonist	OXTR ag	CHRM1 PAM
COC(=O)c1ccc(NC(=O)c2cn(-c3ccccc3)nc2-c2ccncc2)cc1
 : -14	-7	2	-3	0.0	-3	34	2.1	6
COc1ccc(Cl)cc1NC(=O)CN(C)C(=O)CN1C(=O)NC(C)(C)C1=O
 : -2	-6	11	6	-0.1	-1	-6	-0.2	0
O=C(/C=C/c1ccccc1)NC(=S)Nc1ccc(N2CCOCC2)cc1
 : -21	-12	6	2	2.9	-4	54*	1.5	-8
O=C(c1ccncc1)N1CCN(S(=O)(=O)c2ccccc2Br)CC1
 : -7	-3	11	-8	-0.1	-4	-14	0.4	9

New compounds follow:
Sequence of screens – CHO parental Ca	OXTR potentiate	TAAR1 agonist	CHRM1 antagonist	V1R ag counter	M1 ag	TAAR1 antagonist	OXTR ag	CHRM1 PAM
Cc1cc(Cl)ccc1OCCCC(=O)Nc1ccc(S(=O)(=O)Nc2ncccn2)cc1
 : -15	4	-5	8	0.4	-8	-2	0.5	0
COc1ccc(N2CCN(C3CCCN(C(=O)C4=C(C)OCCO4)C3)CC2)cc1 (stereo not drawn)
 : .	.	12	0	.	0	-36	.	7
CCN(CC)c1ccc(NC(=O)c2ccc(Br)o2)c(C)c1
 : -21	-2	-2	13	-0.1	-6	-6	-1.7	-5
O=C(NCc1ccco1)/C(=C/c1cccnc1)NC(=O)c1cccc(Br)c1
 : -10	7	0	-7	0.7	-4	11	-0.3	7
Cc1ccc(S(=O)(=O)C(c2ccccc2)c2c(C)noc2C)cc1 (stereo not drawn)
 : -11	1	0	-3	-1.2	-8	-3	-2.3	0
COc1ccc(CN2CCC(C)(Oc3cccc(F)c3)C2)c2ccccc12 (stereo not drawn)
 : .	.	4	-7	.	-3	-18	.	3
CC1(C)CC2CC(C)(CN2C(=O)COC(=O)CNC(=O)c2ccc(Cl)c(Cl)c2)C1 (stereo not drawn)
 : -20	-7	5	-7	4.1	-9	-11	1.5	4
Cc1cc2c(cc1S(=O)(=O)CCC(=O)N1CC(C)CC(C)C1)OCC(=O)N2 (stereo not drawn)
 : -7	2	3	5	2.2	1	-1	1.3	-3
COCC(C)N1CC(O)=C(c2nc(-c3ccc(Cl)cc3)cs2)C1=N (stereo not drawn)
 : -26	-19	0	-7	0.0	-5	11	-0.5	11
CC1CC2(CCCC2)Nc2ccc(F)cc21 (stereo not drawn)
 : 0	-5	-1	-3	0.6	-4	-3	-0.7	3
CC(CC(=O)Nc1nc2ccccc2[nH]1)n1ccnc1 (stereo not drawn)
 : -10	-14	1	13	6.2	-5	-18	0.2	-7
CCN(CC)S(=O)(=O)c1ccc(C(=O)NNC(=O)C2CCN(S(=O)(=O)c3ccc(Cl)cc3)CC2)cc1
 : -8	-8	-1	-6	0.9	-4	4	-1.4	6
CCCn1c(C)cc(C(=O)COc2ccc(C)nc2[N+](=O)[O-])c1C
 : -11	-2	2	-6	3.4	-5	-3	-0.8	7
O=C1NC(Cc2ccccc2)c2nc3ccccc3c(=O)n2-c2cc(Cl)ccc21 (stereo not drawn)
 : -25	-2	37	.	1.7	.	2	0.5	.
COc1ccc(C(=NN)c2ccc(OC)cc2)cc1
 : -10	-8	1	-20	-1.1	-4	-3	-1.5	11
CCOC(=O)CN1C(=O)N(c2ccccc2OC)S(=O)(=O)c2ccccc21
 : -4	-6	-1	13	1.4	-6	3	0.3	-14
COC(=O)c1sccc1NC(=O)CN(C)NS(=O)(=O)c1ccc([N+](=O)[O-])cc1
 : -32	-8	17	-9	-1.6	-2	3	-1.0	7
Cc1onc(-c2ccccc2)c1C(=O)Nc1nnc(-c2ccncc2)s1
 : -14	-6	5	-4	0.9	1	-12	0.5	8
CCOC(=O)c1c(NC(=O)C(NCCN(C)C)c2ccccc2)sc2c1CCCC2 (stereo not drawn)
 : -22	-5	23	16	3.1	-2	3	9.5	-2
COc1ccc(C(O)Cc2nc3ccccc3n2C)cc1OC (stereo not drawn)
 : -5	-7	8	7	1.8	-3	-12	2.2	-1

Four of these compounds, reformatted.
CCCn1c(C)cc(C(=O)COc2ccc(C)nc2[N+](=O)[O-])c1C
  CHO parental Ca: -11; OXTR potentiate: -2; TAAR1 agonist: 2; CHRM1 antagonist: -6; V1R ag counter: 3.4; M1 ag: -5; TAAR1 antagonist: -3; OXTR ag: -0.8; CHRM1 PAM: 7
O=C1NC(Cc2ccccc2)c2nc3ccccc3c(=O)n2-c2cc(Cl)ccc21 (stereo not drawn)
  CHO parental Ca: -25; OXTR potentiate: -2; TAAR1 agonist: 37; CHRM1 antagonist: .; V1R ag counter: 1.7; M1 ag: .; TAAR1 antagonist: 2; OXTR ag: 0.5; CHRM1 PAM: .
COc1ccc(C(=NN)c2ccc(OC)cc2)cc1
  CHO parental Ca: -10; OXTR potentiate: -8; TAAR1 agonist: 1; CHRM1 antagonist: -20; V1R ag counter: -1.1; M1 ag: -4; TAAR1 antagonist: -3; OXTR ag: -1.5; CHRM1 PAM: 11
CCOC(=O)CN1C(=O)N(c2ccccc2OC)S(=O)(=O)c2ccccc21
  CHO parental Ca: -4; OXTR potentiate: -6; TAAR1 agonist: -1; CHRM1 antagonist: 13; V1R ag counter: 1.4; M1 ag: -6; TAAR1 antagonist: 3; OXTR ag: 0.3; CHRM1 PAM: -14

(further entries)
Sequence of screens – CHO parental Ca	OXTR potentiate	TAAR1 agonist	CHRM1 antagonist	V1R ag counter	M1 ag	TAAR1 antagonist	OXTR ag	CHRM1 PAM
COc1cc2c(cc1OC)C(c1ccc(N(C)C)cc1)CC(=O)N2 (stereo not drawn)
 : 3	-11	3	-9	0.4	-5	-5	-0.3	4
CC(=O)NC(=O)c1nnn(Cc2ccccc2)c1NC(C)=O
 : -9	-10	4	-10	0.3	-3	4	0.1	7
COc1cccc(C(=O)Nc2ccc3c(c2)C(=O)c2ccccc2C3=O)c1
 : -3	-9	1	0	-0.6	-5	13	-1.0	3
CCOc1ccc(/C=N/Nc2ccccn2)cc1
 : 4	-10	11	-8	-0.9	-11	-9	-1.9	5
CCCC(=O)C1=C(c2ccccc2)C(C#N)(C#N)C(C#N)=C1N
 : -15	-8	16	-8	2.9	-2	2	0.4	7
CCN(CC(=O)Nc1ccc2c(c1)OCCO2)C(=O)c1ccc(S(=O)(=O)N(C)C)cc1
 : -7	-12	0	-5	0.4	-4	-1	-0.5	5
CCn1c(-c2cc(-c3ccccc3)sc2N)n[nH]c1=S
 : -10	-11	-2	-2	-0.8	-4	21	-0.6	6
CCOCCCNC(=O)c1ccc2c(c1)ncn2-c1ccc(C)cc1C
 : -14	-3	11	-14	-0.2	-4	-11	-0.1	7

Assay outcomes from PubChem BioAssay.
